p97 ATPase inh: inhibitors of human p97 ATPase; inhibition, % at 8 µM; recombinant p97 ATPase, Kinase-Glo ATP luminescence, 3 h; 220,000 tested, 0.42% active; P55072; in the data active means inhibition above about 15%;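 further: 0% = DMSO vehicle and 100% = wells lacking enzyme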
Runt-SMMHC FRET: blocks binding of human RUNX1 Runt domain to CBFb-SMMHC; Q01196+Q13951; Cerulean-Runt/Venus-CBFb-SMMHC FRET ratio 530/480, 1 h; inhibition, % at 20 µM; 220,000 tested, 0.74% active; AID 1434;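 active means mean inhibition across duplicate retests at 20 µM reaching about 50%, limit read from the data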;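 further: 0% = DMSO wells and 100% = wells with excess untagged CBFb-SMMHC; inhibitors lower the FRET ratio by blocking Runt binding to CBFb-SMMHC; some results filed as inactive read as strong as hits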
Runt-CBFb FRET: inhibitors of human RUNX1 Runt domain binding to CBFb | Cerulean-Runt/Venus-CBFb FRET ratio 530/480, 1 h | inhibition, % at 20 µM | Q01196+Q13951 | 220,000 tested, 0.46% active;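 active means inhibition over about 50% at 20 µM in the single-dose screen, limit read from the data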;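 further: 0% = DMSO wells and 100% = excess unlabeled CBFb competitor control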
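Reagent – Venus-CBFb binding partner, 100 nM · Assay system – Cerulean-tagged RUNX1 Runt domain (FRET donor) fusion protein · Input – 100 nM per protein · Incubation – two 1 h room-temperature incubations shielded from light · Measured by – FRET fluorescence · Medium – Tris buffer pH 7.5 with salts and BSA · Benchmarks – unlabeled CBFb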
m-calpain inh: inhibitors of pig calpain II. purified calpain II, fluorogenic peptide substrate, 30 min. inhibition, % at 16 µM. 220,000 tested, 0.37% active. AID 1236;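 active means inhibition above about 50%, limit read from the data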
EBV gp42 inh: inhibitors of Epstein-Barr virus glycoprotein 42; Q1HVG2; Fluorescence polarization binding assay, mP read-out; inhibition, % (tested at 21.74 µM); 220,000 tested, 0.42% active; AID 1085; in the data active means inhibition above about 50%
Target sequence (Q1HVG2 whole entry, looked up): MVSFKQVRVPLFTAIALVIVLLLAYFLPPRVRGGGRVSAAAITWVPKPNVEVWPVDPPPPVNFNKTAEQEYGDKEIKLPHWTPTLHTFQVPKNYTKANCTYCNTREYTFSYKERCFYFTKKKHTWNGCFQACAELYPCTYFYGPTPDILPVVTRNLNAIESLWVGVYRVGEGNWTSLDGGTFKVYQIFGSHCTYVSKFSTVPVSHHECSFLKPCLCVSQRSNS
RBBP9 inhibitor: inhibitors of human serine hydrolase RBBP9; O75884; recombinant RBBP9, FP-Rh probe fluorescence polarization; inhibition, % at 7.94 µM; 220,000 tested, 0.2% active; AID 1515;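 active means inhibition above the campaign mean of all tested compounds plus 3 SD, cut at about 14% in these data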;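 further: plate controls were DMSO wells with RBBP9 for no effect and wells lacking RBBP9 protein for full effect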
Target sequence (O75884 whole entry, looked up): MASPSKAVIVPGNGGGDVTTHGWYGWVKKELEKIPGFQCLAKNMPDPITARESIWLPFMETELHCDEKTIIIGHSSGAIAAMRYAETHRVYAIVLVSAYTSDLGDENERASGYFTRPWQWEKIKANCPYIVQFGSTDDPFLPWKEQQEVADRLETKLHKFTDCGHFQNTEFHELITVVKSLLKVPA
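System: RBBP9 protein | Quantity: 2.5 µM RBBP9 dispensing solution, before mixing | Reagent: FP-Rh probe, 375 nM dispensing solution | Timing: Enzyme-compound preincubation 30 min, then probe labeling 45 min, 25 °C | Measured by: Fluorescence polarization | Read-out: % inhibition | Replication: One well per compound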
p47phox inh: blocks human p47phox regulatory protein of NADPH oxidases. P14598. p47phox/p22phox peptide binding, fluorescence polarization, 2 h. inhibition, % at 24.7 µM. 220,000 tested, 0.53% active. AID 1274;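 active means inhibition above about 30%, limit read from the data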;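 further: 0% = p47phox with labelled peptide and 100% = labelled peptide alone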
Target sequence (P14598 whole entry, looked up): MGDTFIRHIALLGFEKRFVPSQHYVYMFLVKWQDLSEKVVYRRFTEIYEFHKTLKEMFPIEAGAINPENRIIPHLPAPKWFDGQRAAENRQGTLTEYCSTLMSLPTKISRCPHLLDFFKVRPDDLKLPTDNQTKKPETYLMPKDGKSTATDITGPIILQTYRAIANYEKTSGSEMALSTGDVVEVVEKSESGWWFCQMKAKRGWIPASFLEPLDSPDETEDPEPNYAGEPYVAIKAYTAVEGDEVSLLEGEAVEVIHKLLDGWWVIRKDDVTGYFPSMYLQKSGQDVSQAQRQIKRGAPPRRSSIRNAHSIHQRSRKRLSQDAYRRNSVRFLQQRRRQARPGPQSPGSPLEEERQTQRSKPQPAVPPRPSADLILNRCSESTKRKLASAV
Furin inhibitor: inhibitors of human furin; P09958; purified furin, fluorogenic substrate cleavage; inhibition, % at 30 µM; 220,000 tested, 0.061% active; AID 463115; in the data active means inhibition above about 25%; further: inactives centre near -15
Tb hexokinase: blocks Trypanosoma brucei hexokinase 1 activity; recombinant TbHK1, G6PDH-coupled NADH A340; inhibition, % at 10 µM; 220,000 tested, 0.11% active; AID 1430;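 active means inhibition of 50% or more in the single-dose primary screen; inactive means inhibition below 50%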
* marks the source's active call; other numbers are inactive results; i = inactive; / = not tested or not shown; [ ] = dose if it differs, or a comment.

SMILES | p97 ATPase inh | Runt-SMMHC FRET | Runt-CBFb FRET | m-calpain inh | EBV gp42 inh | RBBP9 inhibitor | p47phox inh | Furin inhibitor | Tb hexokinase
CCOc1c(Cl)cc(CNC(C)(C)CC(C)(C)C)cc1OC | -2 | 1 | -1 | 13 | -1 | -1 | -6 | 1[20 µM] | 6
O=C(Nc1ccccc1)c1cc(-n2cnnc2)ccc1Cl | -1 | -1 | 0 | 27 | -6 | -3 | -6 | -6[20 µM] | 7
COCCn1c(SCC(N)=O)nc2c(c1=O)SC(C)C2 (stereo not given) | -5 | 1 | 4 | -7 | -10 | -8 | -1 | -2 | -31
CCCCCCC(=O)N(O)C1CC(=O)N(Cc2ccccc2)C1=O (stereo not given) | -1 | 10 | 0 | -5 | -11 | -5 | -24 | -33 | 4
COC(=O)c1ccc(N2CCOCC2)c(F)c1 | 0 | 1 | 1 | -31 | 0 | 11 | 9 | -16[20 µM] | 0
COc1ccc(-c2ccc(/C=C3/C(=N)N4C(C)=CSC4=NC3=O)o2)c([N+](=O)[O-])c1 | 4 | -9 | 7 | -24 | -9 | -10 | 12 | -18 | -16
CCCN(CCC)S(=O)(=O)c1ccc(C(=O)Nc2cc3oc4ccccc4c3cc2OC)cc1 | -2 | -1 | -1 | -84 | -10 | -14 | -5 | -10 | -20
Cc1cccc(NC(=O)c2ccoc2C)n1 | -3 | -4 | 3 | -18 | -1 | -2 | -6 | -15[20 µM] | -2
Brc1ccc(-c2nn[nH]n2)cc1 | -2 | -1 | 5 | 2 | -11 | -12 | 1 | -8 | -7
CC(=O)N1c2ccccc2Oc2cc3ccccc3cc21 | 0 | -1 | -2 | 2 | -18 | -2 | -5 | -13 | 7
COC(=O)CNC(=O)c1c(-c2ccccc2Cl)noc1C | 6 | 6 | 2 | 12 | -8 | -8 | -13 | -32 | 7
O=C(CN1CCOCC1)N/N=C/C(Br)=C\c1ccccc1 | 1 | 0 | -1 | 1 | -9 | 7 | 5 | -9 | -22
COc1ccccc1CNC(=O)C1CC2Cn3c(nc4ccccc43)C2N1C (stereo not given) | / | 2 | 0 | -16 | -20 | / | -20 | -32 | -14
COc1ccccc1NC(=O)CCCC(=O)OCC(F)(F)C(F)F | 1 | 0 | 1 | 33 | 4 | -2 | 2 | -17[20 µM] | 3
COCCCNC(=O)COc1ccc(S(=O)(=O)Nc2ccccc2)cc1 | 0 | -1 | 1 | -24 | -15 | -7 | -10 | -12[20 µM] | -2
COC(=O)c1cc2occc2n1CC(=O)Nc1cc(OC)cc(OC)c1 | 0 | 1 | -1 | -2 | -5 | -9 | 0 | -12 | 3
Cc1cccc(C)c1NC(=O)CN(C)C(=O)C(c1ccccc1)c1ccccc1 | 4 | 7 | -3 | 12 | -18 | -3 | -4 | -17 | 35
O=C(O)c1ccccc1/C=N/NC(=O)c1cc(-c2ccco2)nc2ccccc12 | 4 | 19 | 14 | -294 | 59* | -6 | -15 | 4 | -4
CC(C)NC(=O)NC(=O)COC(=O)c1ccc(S(=O)(=O)Nc2ccccc2)cc1 | 2 | -2 | -2 | 1 | -11 | 1 | -1 | -35 | 3
O=C(Nc1nc(-c2cc(Cl)sc2Cl)cs1)c1ccccc1 | -2 | -3 | 3 | 44 | -13 | -23 | 4 | -5[20 µM] | 3
COc1cc(CNc2ccc(C(=O)O)cc2)cc(Br)c1OCC(=O)NC(C)(C)C | -2 | 2 | -3 | 2 | -7 | -9 | -14 | -16 | 3
COc1ccc(C(=O)C(OC(=O)c2ccccc2Cl)c2ccccc2)cc1 (stereo not given) | 1 | 1 | -1 | 0 | -10 | -3 | -4 | -12 | 5
CCc1c(C(=O)NNC(=S)NCc2ccccc2)csc1C | 3 | 0 | 0 | 12 | -4 | -8 | -3 | -14 | 38
O=C(Cn1c(=O)oc2cc(S(=O)(=O)N3CCCC3)ccc21)N1CCc2ccccc2C1 | -2 | 3 | 2 | 0 | -15 | 3 | -7 | -31 | -9
COc1ccc(-n2c(SC3CCOC3=O)nc3ccccc32)cc1 (stereo not given) | 3 | -2 | 0 | -89 | 4 | 5 | -54 | -14 | -3
O=C(Cc1ccccc1)c1c[nH]c(C(=O)NC2CCCC2)c1 | 9 | 0 | 4 | 24 | -17 | 3 | -11 | -19 | -5
O=[N+]([O-])c1cccc(-c2nnc(C34CC5CC(CC(C5)C3)C4)o2)c1 | 0 | -2 | -2 | 17 | 8 | -4 | 5 | -13 | -2
Cc1cccc(CSc2ncnc3nc[nH]c23)c1 | -2 | 3 | 0 | -14 | -1 | -1 | -2 | -21 | 10
CCOC(=O)c1cnn(-c2ccccc2)c1-n1cccc1C(=O)C(=O)Nc1ccc(F)cc1 | -7 | 2 | -5 | -13 | -7 | -13 | -24 | -13 | -17
CC(=O)N1[C@H](Cc2ccccc2)C=C[C@]1(C)C(=O)NCc1ccc(C)o1 | 4 | 1 | 3 | -7 | 0 | -1 | -9 | -21 | -3
S=C(NCCc1ccccc1)Nc1c(Cl)cccc1Cl | 7 | 14 | 19 | -9 | -3 | 2 | -6 | -28 | 1
Cc1ccc2nc(-c3cc(-c4ccccc4)no3)cn2c1 | 2 | -10 | -1 | -15 | -15 | -5 | 5 | -26 | -20
CN(C)/C=N/c1nc2nccc(-c3ccccc3)n2n1 | 2 | -3 | 4 | i | -5 | 5 | 4 | -8 | -20
Cc1ccc(NC(=O)CCC(=O)n2nc(C)cc2C)c(C)c1 | -2 | -2 | -2 | -22 | -10 | -2 | -9 | -6[20 µM] | -6
Cc1ccc(-c2nn(CC(=O)Nc3ccc4c(c3)nc3n4CCOC3)c(=O)c3ccccc23)cc1 | 2 | -2 | 2 | -4 | -27 | -7 | -13 | -32 | -31
CCc1ccc(N2CC34C=CC(O3)C(C(=O)OC)C4C2=O)cc1 (stereo not given) | 10 | 0 | 1 | -21 | -6 | 0 | -9 | -6 | 0
Nc1nc(N)c2c(n1)CCCC2 | 7 | -4 | 1 | 6 | -21 | -3 | -11 | -12 | -4
CC1(C)CC(NCc2ccccc2)CCO1 (stereo not given) | 4 | -2 | 0 | 10 | -5 | -5 | 3 | -30 | 2
Cc1cccc(N2CCN(C(=O)CSc3ccsc3[N+](=O)[O-])CC2C)c1 (stereo not given) | 5 | -6 | 7 | -29 | -1 | 6 | -1 | 6 | 12
CCC(C)(C)NC(=O)C(c1ccc(C)cc1)N(Cc1cccs1)C(=O)c1ccc2c(c1)OCCO2 (stereo not given) | 2 | -2 | -7 | -39 | -15 | 2 | -8 | -1[20 µM] | 3
COc1cc(/C=C(\C#N)C(=O)NCC2CCCO2)ccc1OCC(=O)O (stereo not given) | 2 | 1 | 0 | 24 | -3 | 1 | 0 | -7 | -40
CCC1C/C(=C/c2ccco2)C(=O)/C(=C/c2ccco2)C1 (stereo not given) | 9 | -22 | 10 | -18 | -26 | -7 | -37 | -29 | 26
Cn1c(-c2ccccc2)c(C(=O)CC#N)c2ccccc21 | 11 | -1 | -2 | 7 | -16 | -8 | -2 | -21 | -4
CC(C)CC(NC(=O)c1cccc(Cl)c1)C(=O)O (stereo not given) | -1 | 2 | 0 | 14 | -6 | -3 | 6 | -23 | -7
CC(Oc1ccc(Cl)cc1Cl)C(=O)NN=C1CCN(C)CC1 (stereo not given) | 1 | 1 | -2 | 5 | -20 | 1 | -3 | -12 | 2
Cc1[nH]c(C(=O)N/N=C/c2ccc(N(C)C)cc2)c(C)c1C(=O)N/N=C/c1ccc(N(C)C)cc1 | 8 | -18 | -4 | -381 | -23 | 9 | -66 | 0 | -45
CNc1nc(SCc2ccccc2)nc(N2CCOCC2)n1 | 0 | 0 | -1 | -8 | -16 | 1 | 5 | -12[20 µM] | -5
CC(C)(C)NC(=O)CSc1nnc(C2CC2)n1-c1ccccc1 | 4 | 2 | -1 | -31 | -3 | 0 | -3 | -13 | 1
COc1ccc(C(=O)NCCNc2ccc([N+](=O)[O-])cc2)cc1 | 1 | 1 | -1 | 4 | -8 | 1 | -9 | -16 | -8
Cc1ccc(OCC(=O)N/N=C/c2cn[nH]c2-c2ccc(Cl)c(Cl)c2)cc1 | 8 | 0 | 3 | -22 | -8 | -24 | -4 | -14[20 µM] | 21

4 entries out of the list, ordered by molar mass, highest first:
SMILES | p97 ATPase inh | Runt-SMMHC FRET | Runt-CBFb FRET | m-calpain inh | EBV gp42 inh | RBBP9 inhibitor | p47phox inh | Furin inhibitor | Tb hexokinase
COc1ccc(-c2ccc(/C=C3/C(=N)N4C(C)=CSC4=NC3=O)o2)c([N+](=O)[O-])c1 | 4 | -9 | 7 | -24 | -9 | -10 | 12 | -18 | -16
CC(Oc1ccc(Cl)cc1Cl)C(=O)NN=C1CCN(C)CC1 (stereo not given) | 1 | 1 | -2 | 5 | -20 | 1 | -3 | -12 | 2
COc1ccc(C(=O)NCCNc2ccc([N+](=O)[O-])cc2)cc1 | 1 | 1 | -1 | 4 | -8 | 1 | -9 | -16 | -8
COC(=O)CNC(=O)c1c(-c2ccccc2Cl)noc1C | 6 | 6 | 2 | 12 | -8 | -8 | -13 | -32 | 7

(listing goes on)
SMILES | p97 ATPase inh | Runt-SMMHC FRET | Runt-CBFb FRET | m-calpain inh | EBV gp42 inh | RBBP9 inhibitor | p47phox inh | Furin inhibitor | Tb hexokinase
O=C1c2ccccc2C(Nc2ccc(S(=O)(=O)N3CCOCC3)cc2)N1c1ccccn1 (stereo not given) | -8 | 3 | 4 | -2 | -13 | -5 | -8 | -20 | -6
O=C(CCNS(=O)(=O)c1cccc2nsnc12)N1CC(=O)N(CCc2ccccc2)C(=O)C1 | -4 | 5 | 1 | -1 | -26 | -2 | -2 | -8 | -13
CCN(CC)CCCNc1oc(-c2cccc(Cl)c2)nc1C#N | 7 | 2 | -2 | i | -12 | -1 | -14 | -6[20 µM] | -16
COc1ccc(/C=C(/NC(=O)c2ccc(OC)cc2)C(=O)NCCc2c[nH]c3ccccc23)cc1 | -1 | 0 | 2 | -46 | 3 | -10 | -1 | -11 | -6
COc1ccc(/C=C/c2nnc(NC(C)=O)s2)cc1 | 1 | -3 | 1 | -32 | -18 | 11 | -19 | -11 | -24
Cc1ccc(-c2nnc(SCc3nc4ccccc4[nH]3)n2Cc2ccco2)cc1 | 2 | 1 | 7 | -5 | -6 | 4 | -9 | -11[20 µM] | 2
c1ccc(Cn2nnc3c(N4CCC5(CC4)OCCO5)ncnc32)cc1 | 4 | -4 | 2 | 9 | 11 | -3 | 1 | -8 | -2
Cc1ccc(S(=O)(=O)N2CCN=C2c2ccccc2)cc1C | -5 | -3 | -2 | 34 | -6 | -5 | 7 | -18[20 µM] | 11
COc1ccccc1C(CCNS(=O)(=O)c1ccc(C)cc1)c1ccco1 (stereo not given) | 2 | -6 | 0 | 29 | -14 | -2 | -11 | -7 | 13
CCCCC(=O)N(Cc1nc2sc(C)c(C)c2c(=O)[nH]1)C1CCCC1 | -4 | -3 | -2 | 4 | -16 | -8 | -10 | -11 | 3
COCCNC(=O)CNC(=O)c1nn(-c2ccc(OC)c(Cl)c2)c(=O)c2ccccc12 | 0 | -4 | 2 | -10 | 7 | -3 | -9 | -12 | -5

Screening data (PubChem BioAssay)
